Screens (PubChem)
K1F lysis inhibition: protection from phage-mediated lysis, alamar blue read-out – E. coli UTI89, K1F phage, bacterial capsule biogenesis inhibitors (AID 488966). E. coli UTI89 K1F phage lysis, alamar blue, 2 h; higher % means a stronger effect. inhibition, % at 100 µM, or IC50 in µM where a hit was titrated. 340,000 tested, 0.02% active;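 active = phage lysis inhibition, versus mean bacterial control, above a set limit; inconclusive = no clear call, values can overlap the other calls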;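 also: capsule biogenesis inhibitors block K1F phage lysis so surviving cells raise fluorescence; higher fluorescence means more inhibition of phage lysis; actives were called in the ten point dose series up to 300 µM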
GPR55 beta-arrestin: GPR55 agonists via beta-arrestin recruitment, primary screen, imaging, U2OS cells, beta-arrestin-GFP redistribution (AID 1961); U2OS GPR55 beta-arrestin-GFP redistribution imaging; higher % means a stronger effect; one-dose activation, % at 10 µM; EC50 in µM for titrated hits; 290,000 tested, 0.048% active;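 active = activation above 40% with more than 50 cells counted in the well; inconclusive = wells holding fewer than 50 cells, flagged as toxic or sparse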;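 also: U2OS osteosarcoma cells stably expressing GPR55 and beta-arrestin-GFP; plate controls were DMSO negative control for no effect and LPI positive control for full effect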
GPR55 LPI antagonism: GPR55 antagonists blocking LPI-driven arrestin recruitment, primary screen, imaging, U2OS, beta-arrestin-GFP, LPI agonist (AID 2013) | U2OS GPR55 beta-arrestin-GFP translocation imaging, LPI antagonism; higher % means a stronger effect | inhibition, % at 10 µM; hits with a dose series show IC50 in µM | 290,000 tested, 0.13% active;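 active = spots per cell inhibited over 60%, with over 100 cells counted and total cytoplasm intensity under 500,000; inconclusive = wells with under 100 cells, flagged as likely toxic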;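 also: U2OS cells stably carrying GPR55 and arrestin-GFP stimulated by 5 µM LPI near EC80; imaged beta-arrestin-GFP aggregate spots per cell after agonist stimulation; plate controls were LPI-stimulated DMSO wells for no effect and DMSO wells without LPI for full effect; some results filed as inactive read as strong as hits; confirmed hits need IC50 under 10 µM and bright autofluorescent wells are also inconclusive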
AID2073: inhibitors of Mint1-CaV2.2 protein interaction, biochemical, HTRF (AID 2073) | HTRF protein-protein interaction, Mint1-CaV2.2; higher % means a stronger effect | inhibition, % at 20 µM, or IC50 in µM where a hit was titrated | 290,000 tested, 0.19% active; in the data active = inhibition mostly above about 51%, no sharp cut-off; inconclusive = no clear call, values can overlap the other calls; inactive = mostly below about 53%; also: some results filed as inactive read as strong as hits
NTR1 ag: NTR1-driven beta-arrestin-GFP spot formation – imaging, U2OS cells, high content, primary screen (AID 493036); P30989; agonist mode; activation, % at 20 µM; 330,000 tested, 0.17% active;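 active = activation at or above 40% of the spot to cytoplasm intensity ratio, with at least 20 cells analyzed; inconclusive = wells under 20 cells, flagged as cytotoxic or low count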;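 also: 0% = DMSO without peptide and 100% = 100 nM NTR1 peptide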
Target sequence (P30989 whole entry, looked up): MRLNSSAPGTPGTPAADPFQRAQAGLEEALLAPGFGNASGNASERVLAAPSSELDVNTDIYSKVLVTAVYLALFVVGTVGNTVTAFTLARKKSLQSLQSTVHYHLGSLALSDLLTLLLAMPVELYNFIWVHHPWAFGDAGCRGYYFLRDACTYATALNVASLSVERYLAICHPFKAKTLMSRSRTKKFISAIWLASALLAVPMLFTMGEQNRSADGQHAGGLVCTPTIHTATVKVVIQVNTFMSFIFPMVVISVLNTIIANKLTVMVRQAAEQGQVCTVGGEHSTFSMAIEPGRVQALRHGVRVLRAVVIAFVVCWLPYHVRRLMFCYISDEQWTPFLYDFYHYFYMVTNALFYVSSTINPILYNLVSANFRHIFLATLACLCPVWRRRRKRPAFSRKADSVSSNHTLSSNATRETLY
HIV peptide binding: inhibitors of HIV fusion peptide binding, primary screen, biochemical, uHTS, fluorescence dequenching (AID 1986); cell-free peptide binding, fluorescence dequenching, 30 min; higher % means a stronger effect; 290,000 tested, 0.3% active; inhibition, % at 20 µM; hits with a dose series show IC50 in µM; in the data active = inhibition mostly above about 52%, no sharp cut-off; inactive = mostly below about 76%; also: some results filed as inactive read as strong as hits
Siah-1 displacement: Siah-1 peptide-binding antagonists, primary screen, biochemical, fluorescence polarization, rhodamine-plectin, uHTS (AID 1817); displacement, % at 20 µM, or IC50 in µM where a hit was titrated; 290,000 tested, 0.02% active; Siah-1 / rhodamine-plectin peptide fluorescence polarization; higher % means a stronger effect;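 active = displacement of at least 50% at 20 µM, with a fluorescence ratio check between 0.3 and a set limit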;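 also: plate controls were Siah plus tracer with DMSO for no effect and tracer alone without Siah for full effect; strong numbers were not always called active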
GPR35 antagonists: GPR35 antagonists blocking zaprinast-driven arrestin recruitment, primary screen, imaging, U2OS, beta-arrestin-GFP, zaprinast agonist (AID 2058). inhibition, % at 10 µM, or IC50 in µM where a hit was titrated. U2OS GPR35 beta-arrestin-GFP translocation imaging, zaprinast antagonism; higher % means a stronger effect. 290,000 tested, 0.052% active;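 active = inhibition of at least 50% with at least 30 cells and total cytoplasm GFP at most 10,000,000; inconclusive = under 30 cells or total GFP of 10,000,000 plus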
Dengue-2 NS5 capping: flavivirus cap methylation enzyme inhibition – biochemical, confirmation dose response, primary screen (AID 588689) | Dengue-2 NS5 methyltransferase capping enzyme assay, biochemical; higher % means a stronger effect | inhibition, % at 25 µM, or IC50 in µM where a hit was titrated | 340,000 tested, 0.3% active; in the data active = a potency from the dose series; inconclusive = inhibition above about 29% without an active follow-up result
NTR1 ag cell count 20 µM: second read-out of NTR1 ag, no call of its own (marks repeat the call); cell count; measured here: cell count, cytotoxicity flag
Dengue-2 NS5 capping pilot replicate: second read-out of Dengue-2 NS5 capping, no call of its own (marks repeat the call); inhibition, %; measured here: pilot screen replicate inhibition
* hit, by the source's call; u = inconclusive; x = no result given; [ ] = another dose, or the depositor's remark.

SMILES	K1F lysis inhibition	GPR55 beta-arrestin	GPR55 LPI antagonism	AID2073	NTR1 ag	NTR1 ag cell count 20 µM	HIV peptide binding	Siah-1 displacement	GPR35 antagonists	Dengue-2 NS5 capping	others
Cc1ccc(S(=O)(=O)n2nc(-c3ccco3)nc2SCc2ccccc2)cc1	3.4%	-0.1%	5%	-6%	-2.4	68	2.3%	2%	-16%	-17%
O=C(O)c1ccc(S(=O)(=O)c2ccc3c(c2)C(=O)N(NC(=O)c2ccccc2)C3=O)cc1	-2.1%	0.2%	8%	0%	0.5	52	3.7%	18%	15%	-2%
c1ccc(CNC2=NCCCCC2)cc1	2.3%	-0.2%	-4%	3%	1.3	39	2.5%	-1%	6%	-2%
Cc1ccc2nc(C3CCCCC3)[nH]c2c1	0.3%	-0.3%	-1%	-7%	-0.5	55	-0.5%	6%	-4%	-2%
Cc1ccc(NC(=O)c2cccc(N3C(=O)C4C5CCC(C5)C4C3=O)c2)c(C)c1 (configuration not stated)	1.9%[50 µM]	-0.3%	-1%	-1%	3.5	78	-2.4%	-8%	-7%	-5%
COc1ccc(-n2c(C)nnc2SCC(=O)NC2CC2)cc1	0.0%	0.0%	-9%	6%	1.0	42	0.5%	-4%	3%	6%
CC1CCC(NC(=O)CN2C(=O)COc3ccc(S(=O)(=O)N4CCCC4)cc32)CC1 (configuration not stated)	x	0.2%	-3%	-1%	-1.7	37	-1.2%	-4%	10%	x
Cc1ccc[n+](CC2OCc3ccccc3CO2)c1	0.2%	1.2%	2%	-6%	-1.0	88	-0.2%	-5%	0%	-4%
Nc1nc(SCc2c(Cl)cccc2Cl)n[nH]1	-0.1%	0.2%	-21%	-5%	0.2	92	0.3%	1%	-4%	-3%
CC(=O)NCC(=O)N1CCC(n2nccc2NC(=O)CCCc2ccccc2)CC1	0.2%	-0.1%	-19%	4%	0.2	68	0.6%	-1%	-14%	3%
Cc1ccc(NC(=O)CCCN2C(=O)/C(=C/C=C/c3ccccc3)SC2=S)cc1	2.1%	-0.5%	5%	18%	-0.9	65	9.2%	0%	9%	1%
Cc1nnc(-c2cnn(-c3ccccc3)c2N)n1Cc1ccncc1	0.5%	-0.1%	2%	-1%	1.0	69	-2.4%	2%	3%	-5%
C=CCc1cccc(/C=C/c2cc(=O)c3ccccc3[nH]2)c1O	7.7%	-0.2%	-16%	11%	1.2	50	-0.7%	-4%	-4%	-24%
O=C(NCc1ccccc1)c1ccc2c(c1)C(=O)N(Cc1ccncc1)C2=O	0.1%	-0.3%	20%	14%	-0.7	49	-0.3%	1%	10%	-7%
O=C1c2ccccc2C(=O)N1CC(O)CNc1ccc(Br)cc1 (configuration not stated)	1.4%[50 µM]	-0.2%	9%	9%	0.8	40	0.3%	2%	-6%	2%
NC(=O)NC(c1ccccc1)c1ccccc1F (configuration not stated)	0.7%	-0.1%	0%	6%	0.1	67	1.4%	-1%	4%	-5%
Cc1ccc(N2Cc3ccccc3OC(C)C2=O)cc1 (configuration not stated)	1.2%	0.2%	8%	2%	-3.5	59	1.5%	1%	6%	-2%
CCc1ccccc1Nc1cc(C(=O)NCc2ccccn2)c2ccccc2n1	0.0%	-0.1%	6%	12%	1.4	89	1.0%	-7%	5%	-11%
O=C1CCN(Cc2ccc([N+](=O)[O-])cc2)CCN1[C@H](CO)c1ccccc1	0.4%	0.0%	-16%	4%	1.2	41	-0.2%	0%	-7%	-2%
COc1ccccc1NC(=O)CSc1nnc(CNC(=O)c2cccs2)o1	0.5%	0.0%	1%	-4%	0.1	59	-0.2%	10%	3%	-4%
O=C(O)Cc1ccc2c(c1)N(S(=O)(=O)c1cccc(C(F)(F)F)c1)CC(C(=O)O)O2 (configuration not stated)	0.4%	0.3%	10%	-4%	-2.0	81	-0.7%	0%	9%	2%
O=C(OC1C2CCC1C1CN(CCc3ccccc3)CC12)c1ccccc1 (configuration not stated)	2.5%[50 µM]	-0.5%	21%	0%	1.2	77	1.0%	3%	-8%	-3%
CCc1ccc2c(c1)C(=O)c1ccccc1C2=O	0.4%	0.9%	1%	4%	3.9	96	1.8%	-5%	-1%	3%
Cc1cccc2nc(COc3ccc(-c4ccccc4)cc3)cn12	x	0.2%	-4%	u	1.9	46	-2.1%	4%	-9%	x
CN1CCN(Cc2c(O)ccc3c2oc(=O)c2ccccc23)CC1	-0.2%	-0.1%	6%	27%	-0.8	39	-1.4%	-2%	2%	-5%
O=C(CCCCCn1c(SCC(=O)c2ccccc2)nc2ccccc2c1=O)NCc1ccco1	-0.6%	-0.1%	19%	13%	6.9	80	13%	4%	6%	-4%	Dengue-2 NS5 capping pilot replicate=-7.8
COc1ccc(CNC(=O)COC(=O)c2c[nH]c(=O)[nH]c2=O)cc1OC	0.9%	0.3%	10%	-3%	-0.6	50	-2.0%	2%	5%	2%
COC(=O)c1c(NC(=O)CSc2nc3ccccc3c(=O)n2-c2ccccc2)sc(C)c1C	0.0%	0.6%	12%	18%	0.0	82	3.9%	10%	8%	3%
COc1ccc(Sc2nnc(Cc3ccccc3)c3ccccc23)cc1	-0.2%	0.4%	-5%	1%	17	51	-1.0%	-2%	4%	-5%
O=C(Nc1ccc(F)cc1)c1cnc(-c2ccccc2)nc1-c1ccccc1	0.3%	-0.2%	-5%	2%	3.5	91	-5.7%	3%	12%	-7%	Dengue-2 NS5 capping pilot replicate=-3.2
Cc1cc(N(CC(=O)O)S(C)(=O)=O)ccc1Br	0.8%	-0.1%	9%	0%	1.3	44	-2.5%	2%	-12%	2%
C/C(=C\C(=S)Nc1ccccc1)Nc1cccc2ccccc12	2.8%	0.9%	3%	26%	3.9	41	21%	62%	3%	21%
COC(=O)c1oc2nc(C)cc(C)c2c1N	0.5%	-0.1%	-3%	28%	-1.5	67	-0.8%	-1%	8%	0%
Cn1cc(Br)c(C(=O)Nc2sc3c(c2C(N)=O)CCC3)n1	0.4%	-0.1%	58%	-8%	1.9	39	-0.5%	1%	-15%	-3%
O=C(CSc1ccccc1C(=O)O)NC1CCCCCCC1	4.1%	0.3%	1%	u	0.8	71	-1.7%	0%	-10%	-2%
Cc1ccc(CCN2CC(C(=O)NC(C)C)CC2=O)cc1 (configuration not stated)	0.2%	0.0%	16%	16%	-0.9	90	-0.2%	-1%	-3%	2%
COC(=O)Cc1c(C)nc2nc(NCc3cccc([N+](=O)[O-])c3)[nH]n2c1=O	7.3%	0.0%	12%	-2%	2.1	84	0.2%	2%	2%	-10%
CCCc1cn(S(=O)(=O)c2ccc(OC)cc2OC)nc1N	7.0%	-0.2%	15%	-4%	0.0	57	0.6%	5%	-12%	-1%
O=C(NC1CCCC1)C1CCN(C(=O)c2ccc(Cl)cc2)CC1	0.2%	-0.2%	-2%	2%	-1.9	43	-1.1%	3%	-3%	-2%
O=C(Cn1cnc(S(=O)(=O)N2CCCCC2)c1)Nc1ccc(OC(F)(F)F)cc1	-0.1%	0.9%	-9%	12%	-0.4	57	0.7%	8%	-5%	-2%
COC(=O)c1ccccc1S(=O)(=O)N1CCn2cccc2C1C (configuration not stated)	-0.1%	-0.1%	7%	10%	1.3	62	2.3%	12%	-11%	-2%
CC(C)CCOc1ccc(C(=O)O)cc1	1.1%	-0.2%	7%	-1%	-1.3	50	1.0%	1%	6%	1%
COc1cccc(-c2cc(C(=O)N3N=C(C)CC3(O)C(F)F)c3ccccc3n2)c1 (configuration not stated)	0.7%	0.0%	0%	10%	0.4	52	3.2%	3%	-15%	-7%
CCn1c(CSc2ncccn2)nnc1SCC(=O)N1CCCCC1	-0.4%	-0.1%	16%	0%	1.8	30	0.2%	-2%	13%	-13%
CCOc1ccc(C(C)=O)cc1COc1cccnc1[N+](=O)[O-]	-0.3%	0.3%	-24%	14%	-0.7	33	-1.6%	0%	-10%	-2%
COc1ccc(OC)c(C(c2nnnn2Cc2ccco2)N2CCN(C)CC2)c1 (configuration not stated)	0.3%	-0.1%	5%	7%	1.8	74	-0.3%	9%	19%	-1%
CCOC(=O)Cc1cc(-c2ccc(O)cc2)nc2ccc3ccccc3c12	0.1%	1.0%	-3%	21%	24	45	-0.7%	1%	10%	-2%
O=C(NCc1ccccc1Cl)C1CCCN1C(=O)NCc1ccccc1 (configuration not stated)	-1.4%	0.2%	-2%	-1%	0.9	64	0.2%	12%	-20%	x
O=C(Nc1nnc(-c2ccc(Cl)s2)o1)C1CC1	0.0%	-0.3%	2%	12%	-0.9	83	-0.3%	-6%	3%	-1%
COC(=O)Nc1ccc2c(c1)OCO2	-0.1%	0.3%	-4%	-3%	1.4	91	4.1%	1%	-2%	4%
CC1CCCCN1C(=O)CSc1nc(-c2ccccc2)cc(=O)[nH]1 (configuration not stated)	-1.3%	-0.1%	4%	-9%	-1.0	58	0.5%	6%	13%	7%
O=C(c1cccs1)n1nc(-c2ccco2)nc1SCc1ccccc1	x	0.2%	-14%	u	2.1	104	-2.2%	4%	2%	x
CSCC[C@H](NC(=O)OC(C)(C)C)C(=O)N1CCC(C(=O)N[C@H](C(=O)O)C(C)C)CC1	9.2%	-0.2%	9%	0%	0.4	40	0.0%	5%	18%	-1%
O=C(Nc1ccccc1C(=O)O)c1cncc(Br)c1	0.1%	0.8%	6%	-14%	-4.2	103	0.6%	5%	-2%	-8%
CCOC(=O)N1CCN(C(=O)COc2ccccc2Cl)CC1	1.2%	-0.5%	8%	4%	-0.5	78	1.0%	16%	9%	-13%

3 compounds out of the list, arranged by number of heavy atoms, lowest first:
SMILES	K1F lysis inhibition	GPR55 beta-arrestin	GPR55 LPI antagonism	AID2073	NTR1 ag	NTR1 ag cell count 20 µM	HIV peptide binding	Siah-1 displacement	GPR35 antagonists	Dengue-2 NS5 capping	others
CCOc1ccc(C(C)=O)cc1COc1cccnc1[N+](=O)[O-]	-0.3%	0.3%	-24%	14%	-0.7	33	-1.6%	0%	-10%	-2%
Cc1ccc(S(=O)(=O)n2nc(-c3ccco3)nc2SCc2ccccc2)cc1	3.4%	-0.1%	5%	-6%	-2.4	68	2.3%	2%	-16%	-17%
O=C(O)Cc1ccc2c(c1)N(S(=O)(=O)c1cccc(C(F)(F)F)c1)CC(C(=O)O)O2 (configuration not stated)	0.4%	0.3%	10%	-4%	-2.0	81	-0.7%	0%	9%	2%
